GAA inh = blocks human lysosomal alpha-glucosidase. Potency, µM (series often up to 76.9 µM), inactives show top-dose activity change, negative = inhibition, usual class: inhibitors. 0.005% of 200,000 active. P10253. purified human GAA, 4-MU-alpha-glucoside fluorescence;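 further: potency means the concentration at half of the fitted maximal effect; plate controls were uninhibited enzyme wells for no effect and no-enzyme background for full effect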
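qHTS format, compound range up to 77 uM. Human lysosomal enzyme at 4 nM, 400 uM 4-MU glucoside substrate, pH 5.0, 20 min room temperature; fluorescence after alkaline stop gives activity normalized to controls.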
LMNA splice mod = LMNA splicing modulation | AID 1487 | Potency, µM (top dose mostly 46.1 µM), inactives show at the highest dose ratio change, negative = inhibition, hits mostly inhibitors | 0.01% of 200,000 active | HeLa LMNA splicing GFP/RFP minigene ratio, 48 h; active means well fitted inhibition curve with a large enough effect in the signal ratio, with a control signal flat, not every such curve was filed as active; inconclusive means small, poorly fitted or top-dose-only effect, or effect the other way, or a change in a side signal; the % refers to the signal ratio; further: potency means the concentration at half of the fitted maximal effect; on the % scale 0 is the no-effect control and ±100 the full control effect
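Read-out is the ratio of GFP to DsRed2 object intensity, acquired by 488 nm laser-scanning cytometry on HeLa lamin A-EGFP minigene reporter cells. Compound incubation 48 hrs at 37 °C in Opti-MEM with 2% FBS; DMSO 0.5% final.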
CBFb-RUNX1 inh = CBF-beta/RUNX1 interaction disruption. Potency, µM (series often up to 59.8 µM), for inactives: at the highest dose activity, negative = inhibition, hits mostly inhibitors. AlphaScreen CBFb-His/RUNX1-biotin binding, biochemical. Q01196+Q13951. 230,000 tested, under 10 active. AID 1477; further: % of control where 0% means no effect
Target sequence (Q01196 whole entry, looked up): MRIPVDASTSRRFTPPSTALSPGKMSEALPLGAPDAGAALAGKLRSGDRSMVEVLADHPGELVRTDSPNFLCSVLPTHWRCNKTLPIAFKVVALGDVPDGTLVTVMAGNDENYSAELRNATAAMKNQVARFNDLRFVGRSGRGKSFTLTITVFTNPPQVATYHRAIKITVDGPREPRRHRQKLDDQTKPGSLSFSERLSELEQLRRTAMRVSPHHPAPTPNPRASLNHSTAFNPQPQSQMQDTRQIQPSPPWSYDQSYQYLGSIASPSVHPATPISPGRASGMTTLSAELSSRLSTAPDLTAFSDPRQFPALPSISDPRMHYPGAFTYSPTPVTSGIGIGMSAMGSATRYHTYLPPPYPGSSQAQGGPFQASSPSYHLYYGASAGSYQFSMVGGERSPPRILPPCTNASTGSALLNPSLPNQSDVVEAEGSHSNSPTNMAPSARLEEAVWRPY
Target sequence (Q13951 whole entry, looked up): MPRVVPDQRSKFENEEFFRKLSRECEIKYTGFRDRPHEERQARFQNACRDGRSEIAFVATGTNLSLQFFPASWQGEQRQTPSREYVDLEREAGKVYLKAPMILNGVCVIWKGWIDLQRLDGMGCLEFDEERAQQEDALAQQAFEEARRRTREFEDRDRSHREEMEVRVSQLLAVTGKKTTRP
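AlphaScreen binding: CBFb-His and RUNX1-biotin (30 nM each) preincubated 20 min, compound added for 15 min, then nickel and streptavidin beads for 90 min, all at room temperature. Disruption of the interaction by any mechanism counts as activity.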
GAA glycogen mod = inhibitors or activators of human alpha-glucosidase glycogen cleavage; recombinant GAA, glycogen substrate, Amplex Red glucose oxidase fluorescence; Potency, µM (doses to about 76.4 µM), inactives show at the highest dose activity change, negative = inhibition, actives largely listed as inhibitors; 0.38% of 300,000 active; AID 2100;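 further: potency means the concentration at half of the fitted maximal effect; 0% = full enzyme reaction and -100% = no-enzyme basal signal; the screen sought inhibitors and activators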
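Natural-substrate format: glycogen cleavage by 4 nM human enzyme, glucose read by Amplex Red coupling (Ex 573, Em 610 nm). Normalized to enzyme and no-enzyme controls.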
HTT ATP protect = protects HTT-Q103 PC12 cells, measured by ATP | PC12 HTT-Q103 induced, cytoprotection, ATP luminescence, 40 h | Potency, µM (highest dose often 56.4 µM), without a hit: cytoprotection (ATP increase), actives largely listed as activators | 0.14% of 230,000 active | AID 1471;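 further: potency means the concentration at half of the fitted maximal effect; % of control where 0% means no effect; nearly all actives have a fitted effect of over 45% in size; toxic huntingtin expression switched on by the ecdysone agonist tebufenozide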
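Readout: ATPlite luminescence (ATP level). Model: stable PC12, inducible Htt exon1 Q103-GFP. Inducer: tebufenozide, 100 nM final. Compounds: dose series. No G418 in medium.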
HTT aggregate = inhibitors of mutant huntingtin aggregate formation in PC12 cells | PC12 HttQ103-GFP aggregates, Acumen cytometry, 40 h | AID 1688 | Potency, µM (doses to about 46.1 µM), without a hit: at the top dose activity change, negative = inhibition, usual class: inhibitors | 1.1% of 220,000 active; further: potency means the concentration at half of the fitted maximal effect; on the % scale 0 is the no-effect control and ±100 the full control effect; nearly all actives have a fitted effect of over 60% in size
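PC12 cells stably carrying ecdysone-inducible HTT exon 1 Q103–GFP were induced with tebufenozide (100 nM final) and treated with library compounds in titration. GFP aggregates in lysates were counted by laser scanning cytometry.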
aGlu spleen mod = inhibitors or activators of human alpha-glucosidase in spleen homogenate. P10253. human spleen homogenate, 4-MU-alpha-glucoside fluorescence. Potency, µM (top dose mostly 79.9 µM), for inactives: at the top dose activity change, negative = inhibition, actives largely listed as inhibitors. 0.006% of 240,000 active. AID 2112;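 further: potency means the concentration at half of the fitted maximal effect; 0% = enzyme with vehicle and -100% = no enzyme basal signal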
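Enzyme source: human spleen homogenate, 1 ug/well. Buffer 50 mM citric acid/K phosphate pH 5.0, 0.01% Tween-20. 4-MU-alpha-glucoside 1 mM; 37 C x 40 min; NaOH/glycine stop; fluorescence.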
* marks the source's active call; other numbers are inactive results; ? = inconclusive; / = not tested or not shown; & = joins results of further samples; [ ] = dose if it differs, or a comment. Unless noted, the call rests on the fitted dose curve; in most records, active means well fitted curve in the direction sought with a large enough effect; inconclusive means small, poorly fitted or top-dose-only effect, or another doubt; inactive means no such curve, though single readings can be large; an effect the other way counts as inactive or inconclusive.

SMILES	GAA inh	LMNA splice mod	CBFb-RUNX1 inh	GAA glycogen mod	HTT ATP protect	HTT aggregate	aGlu spleen mod
COCN(C#N)c1nc(N(C)C)nc(N(C)C)n1	6%	0%[46 µM]	5%	1%	3%[10 µM]	4%[9.22 µM]	9%
COc1ccc(NS(=O)(=O)c2ccc(S(=O)(=O)N3CCCC3)cc2)cc1Cl	?	?	-2%	-19%	32%	?	-6%
O=c1c2ccccc2nc(N/N=C/c2ccccc2)n1O	-4%	3%	4%	-3%	-67%[inhibitor]	12%	-4%
CCOc1ccc(CC(=O)Nc2c(C(N)=O)oc3ccc(Br)cc23)cc1OCC	0%[15.4 µM]	1%	5%	-5%	5%	10%	-15%
COc1ccc(/C=N/NC(=S)N[C@H]2CC3CCC2C3)cc1 (stereo partly drawn)	-1%	/	15%	-11%	10%[10 µM]	10%[9.22 µM]	-7%
O=C(NCc1ccccc1)C12CN(Cc3ccccc3)CC1C(c1ccc([N+](=O)[O-])cc1)=NO2 (stereo not drawn)	-4%	-9%	-24%	-1%	-11%	-8%	2%
O=C(NCC1CCCO1)C(c1ccc(F)cc1)N(Cc1ccc2c(c1)OCO2)C(=O)c1ccc(CN2CCOCC2)o1 (stereo not drawn)	7%	/	0%	-13%	/	/	2%
O=C(CC1Oc2ccccc2NC1=O)NCc1ccc(Cl)cc1 (stereo not drawn)	-3%	-2%	-6%	4%	-10%	13%	4%
CCN(CC)S(=O)(=O)c1cc([N+](=O)[O-])ccc1NNC(=O)Nc1ccccc1	-5%	?	-8%	28µM*	-8%	-7%	-9%
O=C(CSc1nc2c(c(=O)[nH]1)CCCC2)Nc1ccc(Cl)cc1F	-12%	-5%	0%	-2%	-26%	10%	-1%
O=C(Oc1coc(CSc2ncccn2)cc1=O)c1ccco1	-5%	-16%[9.22 µM]	-5%	-5%	-11%	3%	1%
CC(=O)c1c(C)nc(-c2ccccc2)n1O	6%	3%	1%	8%	-11%	3%	1%
Cc1nn(Cc2ccc(C(=O)Nc3nc4c(C)cccc4s3)o2)c(C)c1Br	1%	18%	-5%	-6%	-13%	18µM*	0%
CCNc1ccc(Br)cc(C(=O)/C=C/c2ccc(Cl)cc2Cl)c1=O	0%	?	-3%	?	-13%[10 µM]	30%	1%
CC(C)NC(=O)c1ccc2c(c1)S(=O)(=O)c1ccccc1C2=O	1%	-13%	3%	-2%	18%	26%	1%
O=c1c(O[C@@H]2O[C@H](CO)[C@H](O)[C@H](O)[C@H]2O)c(-c2ccc(O)c(O)c2)oc2cc(O)cc(O)c12	-6%[15.4 µM]	?	4%	6.3µM*	/	/	?
CC(=NC(C)C)C1=C(O)CCC1=O	-22%	1%	-2%	6%	-12%	7%	-2%
Cc1nn(Cc2ccc(Cl)cc2)c(C)c1NC(=O)CSc1n[nH]c(C)c1[N+](=O)[O-]	-16%	?	-1%	-4%	-5%[10 µM]	-13%	-9%
O=C1c2ccccc2C(=O)C1c1ccc2ccccc2n1	-8%	-10%	9%	-3%	-82%&-102%[inhibitor]	-9%	-3%&7%
O=C(CSc1ccc2ccccc2n1)Nc1ccc(N2CCOCC2)cc1	-1%	9%[46 µM]	-12%	3%	-5%[10 µM]	9%	-4%
Cc1oc2c(CN(C)C)c(O)ccc2c(=O)c1-c1ccc2ccccc2n1	-3%	10%	-1%	0%	-6%	15%	-10%
O=C1CCC2=C(CCCC2=O)N1	8%	-5%[46 µM]	6%	-6%	41%[10 µM]	5%[9.22 µM]	7%
CCOC(=O)CC(=O)CSc1nc(C)cc(-c2cccnc2)c1C#N	-7%	5%	-12%	-6%	-3%	-20%	-3%
CCc1ccccc1N1C(=O)c2cccc3c(N4CCOCC4)c([N+](=O)[O-])cc(c23)C1=O	-11%	13%	?	-2%	-55%[inhibitor]	-6%	1%
Cc1nn(Cc2ccc(C(=O)NN)o2)c(C)c1Cl	/	/	-6%	-14%	4%[10 µM]	9%[9.22 µM]	0%
COc1ccc(-c2nc(CS(=O)CC(=O)NCc3cccnc3)c(C)o2)cc1 (stereo not drawn)	-1%	-11%	-3%	-9%	-13%	-10%	6%
CC(=O)Nc1ccc(OC(F)(F)C(F)C(F)(F)F)c(NC(C)=O)c1 (stereo not drawn)	-4%	-2%	2%	0%	3%	-3%	-3%
Cc1cccc(/N=C/c2sc3ccccc3c2O)n1	-10%	3%[46 µM]	-4%	7%	5%[10 µM]	1%[9.22 µM]	4%
COc1cccc(/C=N\NC(=O)c2ccc(Cn3cc(Br)c([N+](=O)[O-])n3)o2)c1O	-6%	/	-6%	12%	-76%[inhibitor][10 µM]	?	-2%
Cn1c(NCc2ccc(Cl)cc2)nc2ccccc21	-8%	/	7%	-4%	/	-8%	-1%
CC1CCCC(C)N1C(=O)Cc1ccccc1 (stereo not drawn)	3%	0%	-3%	-9%	-1%	2%	11%
O=C(CSc1nnc2c(Cl)cc(Cl)cn12)N1CCN(S(=O)(=O)c2ccccc2)CC1	?	4%	1%	?	-12%	15%	-9%
CC(Sc1ccc2nnc(-c3ccc(F)cc3)n2n1)C(=O)O (stereo not drawn)	/	/	8%	-1%	-11%[10 µM]	-14%[9.22 µM]	1%
Cc1ccc(-c2csc3ncnc(-n4nnc5ccccc54)c23)cc1	-8%	?	8%	9%	-6%[10 µM]	-7%	-8%
CCn1c(C)[n+](CCCS(=O)(=O)[O-])c2cc(Cl)c(Cl)cc21	0%	13%	3%	9%	-4%	?	-3%
CC(C)(C)OC(=O)N1CCC(C(=O)N[C@@H](Cc2ccccc2)C(=O)O)CC1	-6%	4%	1%	4%	-7%	14%[9.22 µM]	5%
CCOC(=O)C1=C(c2cccc(F)c2)NC(=S)NC1C (stereo not drawn)	-10%	?	0%	-2%	-7%	0%	-7%
C/C(=N/NC(=O)CNC(=O)c1cccnc1)c1ccco1	0%	/	4%	8%	1%[10 µM]	2%[9.22 µM]	2%
NCCOB(c1ccccc1)c1ccccc1	/	?	-4%	/	-27%&-5%	/	7%&-7%&-7%
COc1cccc(NC(=O)c2ccccc2-c2nc(-c3cccc(C)c3)no2)c1	-8%	?	20%	-26%	-5%	-10%	-9%
c1coc(CN2CNc3nc4ccccc4n3C2)c1	/	/	11%	1%	4%[10 µM]	5%[9.22 µM]	3%
COc1cccc(S(=O)(=O)Nc2ccc(C(=O)N3CCCCCC3)cc2)c1	-1%	/	0%	7%	-33%	-18%	-7%
COc1ccc(S(=O)(=O)N2CCC(C)CC2)cc1Br	-8%	4%	4%	-1%	2%	-23%	3%
O=C(Nc1ccccc1)Nc1ccc2ccccc2c1	/	/	7%	4%	-9%[10 µM]	-15%[9.22 µM]	1%
CC(C)C(NC(=O)OCc1ccccc1)C(=O)OCC(=O)N1CCCCC1 (stereo not drawn)	-1%	6%	2%	5%	0%	-3%	-3%
O=C(/C=C/c1cccc(F)c1)c1ccc(N2CCOCC2)cc1	-12%	/	8%	-2%	-11%[10 µM]	19%[9.22 µM]	4%
COc1ccccc1-c1cc(-c2cc(Cl)ccc2O)n[nH]1	2%	-5%	7%	-1%	-12%	-5%	1%
CC(C)(C)NC(=S)N/N=C/c1cc(Br)c(O)c(Br)c1	/	/	-5%	?	11%[10 µM]	15%[9.22 µM]	8%
CC(Oc1ccc(Cl)cc1)C(=O)OCC(=O)Nc1ncc(Cl)cc1Cl (stereo not drawn)	-3%	-2%	2%	-5%	-3%	14%	-2%
COc1cc(CC(=O)Nc2ccc3nc(C)sc3c2)cc(OC)c1OC	3%	?	?	-1%	-1%[10 µM]	6%	-8%
Cc1ccc(C(C(=O)NC2CCCC2)N(C(=O)c2csnn2)C2CCCC2)o1 (stereo not drawn)	4%	7%	8%	-7%	11%	10%	1%
CCN1CCN(c2oc(/C=C/c3ccccc3)nc2C#N)CC1	/	/	12%	2%	-7%[10 µM]	8%[9.22 µM]	?
N#Cc1ccc(NC(=O)c2nc(-c3ccccc3)n(-c3ccccc3)n2)cc1	-5%	7%	-1%	7%	-2%[10 µM]	13%	0%
Cc1cc2cc3c(cc2nc1SCC(=O)O)OCCO3	1%	-4%	-2%	6%	-14%	-14%	-2%
COc1cc(C(=O)NCc2nnc(SCC(=O)N3CCCc4ccccc43)o2)cc(OC)c1OC	?	18%[9.22 µM]	12%	2%	-7%	7%	2%
COc1ccc(-n2c(N)c(C(=O)NCc3ccco3)c3nc4ccccc4nc32)cc1OC	?	?	-1%	1%	/	-20%	0%
O=C(Cc1ccc(Cl)cc1)Oc1cccc2cccnc12	-3%	?	-23%	?	/	-2%	1%
COc1cccc(Cn2c(=O)c(-c3ccc(F)cc3)nc3cnc(N4CCOCC4)nc32)c1	/	?	/	/	-38%[inhibitor]	/	5%
Cc1ccc(C)n1-c1ccccc1N	-19%	-2%	10%	?	21%[10 µM]	?	-10%
COc1cccc(Cn2c(=O)c(-c3ccc(F)cc3)nc3cnc(N(C)C)nc32)c1	/	4%	/	/	-12%	/	-2%

Limited to GAA glycogen mod (four entries from above):
canonical_smiles,GAA glycogen mod
O=C(CSc1nnc2c(Cl)cc(Cl)cn12)N1CCN(S(=O)(=O)c2ccccc2)CC1,?
CC(Sc1ccc2nnc(-c3ccc(F)cc3)n2n1)C(=O)O (stereo not drawn),-1%
Cc1ccc(-c2csc3ncnc(-n4nnc5ccccc54)c23)cc1,9%
CCn1c(C)[n+](CCCS(=O)(=O)[O-])c2cc(Cl)c(Cl)cc21,9%

Remaining list, next part.
SMILES	GAA inh	LMNA splice mod	CBFb-RUNX1 inh	GAA glycogen mod	HTT ATP protect	HTT aggregate	aGlu spleen mod
O=[N+]([O-])c1ccc(CSc2ncnc3c2ncn3C2OC(CO)C(O)C2O)cc1 (stereo not drawn)	/	/	11%	/	-45%[inhibitor]	/	3%
O=c1c(CN2CCN(c3ccccn3)CC2)coc2ccccc12	-11%	0%	12%	0%	-26%[0.074 µM]	-4%	-3%
CCCCN1CN(S(=O)(=O)c2cccs2)c2nc3ccccc3nc21	2%	16%	1%	3%	-16%[0.074 µM]	?	-3%
CC1(C)O[C@@H]2O[C@H]([C@H](O)CO/N=C3/[C@H]4O[C@@H]4[C@@H](O)[C@H]4[C@H]3CCn3c(=O)n(-c5ccccc5)c(=O)n34)[C@@H](O)[C@@H]2O1	/	/	13%[13.1 µM]	/	-15%[10 µM]	/	2%[17.4 µM]
